CHT allo act – CHT positive allosteric modulators, primary screen, cell-based, membrane potential dye, choline EC20. High affinity choline transporter 1 (Homo sapiens), Q9GZV3. CHT-expressing cells; stronger effect = higher value; LV-AA mutant CHT in HEK293 cells. B-score at 10 µM. 310,000 tested, 0.49% active. AID 488977, 2010;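 active = initial fluorescence not abnormally high and integrated response B-score, plate-corrected, over 3 SD above library mean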
CHT block – inhibitors of human choline transporter CHT | CHT-expressing cells, membrane potential dye, choline response; stronger effect = lower value | B-score at 10 µM | 310,000 tested, 0.86% active;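 active = B-score over 3 SD under the library average, and starting fluorescence ratio not unusually high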;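 also: choline stimulus applied at its EC90 after an EC20 pre-addition; B-score computed on integrated fluorescence ratio after choline addition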
STK33 inh – inhibitors of purified STK33 kinase, primary screen, biochemical, ADP-Glo luminescence, homogeneous, cell-free; 320,000 tested, 0.073% active; inhibition, % at 10 µM; MBP phosphorylation; Serine/threonine-protein kinase 33 (Homo sapiens), Q9BYT3; AID 2661, 2010;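 active = inhibition at or above 25%, using the most active replicate where run in duplicate; inactive = inhibition below 25%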
Target sequence (Q9BYT3 whole entry, looked up): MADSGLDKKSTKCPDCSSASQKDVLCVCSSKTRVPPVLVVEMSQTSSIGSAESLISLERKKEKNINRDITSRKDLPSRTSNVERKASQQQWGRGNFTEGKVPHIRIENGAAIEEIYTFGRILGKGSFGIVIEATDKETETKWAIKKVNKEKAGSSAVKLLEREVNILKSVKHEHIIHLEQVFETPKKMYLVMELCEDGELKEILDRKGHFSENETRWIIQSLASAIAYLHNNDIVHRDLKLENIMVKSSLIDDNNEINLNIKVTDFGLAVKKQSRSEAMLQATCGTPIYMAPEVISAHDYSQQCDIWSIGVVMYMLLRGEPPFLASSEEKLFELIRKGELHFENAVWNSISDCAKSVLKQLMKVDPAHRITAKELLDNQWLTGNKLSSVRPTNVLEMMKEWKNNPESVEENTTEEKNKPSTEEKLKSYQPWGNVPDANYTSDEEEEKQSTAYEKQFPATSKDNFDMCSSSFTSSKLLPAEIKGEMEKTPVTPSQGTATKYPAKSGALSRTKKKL
* marks the source's active call; other numbers are inactive results; i = inactive; / = no result given.

Cc1cccc(C)c1NC(=O)CCCCCNS(=O)(=O)c1ccccc1
  CHT allo act: i	CHT block: i	STK33 inh: -0.9
C=CCn1c(SCC(=O)N(C)C)nc2cc(C(=O)O)ccc2c1=O
  CHT allo act: i	CHT block: i	STK33 inh: -0.1
CCN(c1ccc(OC)cc1)S(=O)(=O)c1csc(C(=O)N2CCCC2)c1
  CHT allo act: i	CHT block: i	STK33 inh: -1.0
COc1cc(C2N(c3cccc(Cl)c3)C(=O)C3CCCN32)cc(OC)c1OC (stereo not given)
  CHT allo act: i	CHT block: i	STK33 inh: -2.0
C/C=C/C(=O)N1c2ccc(C)cc2C(C)=CC1(C)C
  CHT allo act: i	CHT block: i	STK33 inh: -0.5
NC(=O)CC[C@@H]1NC(=O)[C@H](CO)NC(=O)c2cc([N+](=O)[O-])cc(I)c2NCCC[C@@H](C(N)=O)NC(=O)[C@H](Cc2ccc(O)cc2)NC1=O
  CHT allo act: i	CHT block: i	STK33 inh: 0.8
Cc1nc(N2CCCCC2)nc(N2CCCCC2)c1C=O
  CHT allo act: i	CHT block: i	STK33 inh: 0.8
O=[N+]([O-])c1cc(Cl)cc(/C=N/Nc2nc3ccccc3s2)c1O
  CHT allo act: i	CHT block: i	STK33 inh: 0.1
COc1ccc(OC)c(NC(=S)NN2CCOCC2)c1
  CHT allo act: i	CHT block: i	STK33 inh: 0.4
COc1ccc(Nc2nc(N)nc(CSC(=S)N3CCN(C)CC3)n2)cc1
  CHT allo act: i	CHT block: i	STK33 inh: 0.2

Profiles from above. Screens in order: CHT allo act, CHT block, STK33 inh
Cc1nc(N2CCCCC2)nc(N2CCCCC2)c1C=O as listed: i, i, 0.8
NC(=O)CC[C@@H]1NC(=O)[C@H](CO)NC(=O)c2cc([N+](=O)[O-])cc(I)c2NCCC[C@@H](C(N)=O)NC(=O)[C@H](Cc2ccc(O)cc2)NC1=O as listed: i, i, 0.8

(continued)
O=C(COC(=O)c1cc(S(=O)(=O)N2CCOCC2)ccc1F)c1ccc[nH]1
  CHT allo act: i	CHT block: i	STK33 inh: 0.3
O=C(CCCN1CCC(O)(c2cccc(C(F)(F)F)c2)CC1)c1ccc(F)cc1
  CHT allo act: i	CHT block: i	STK33 inh: -0.8
Cc1ccc(-n2c(SCC3CCCCO3)nnc2-c2ccco2)cc1 (stereo not given)
  CHT allo act: i	CHT block: i	STK33 inh: 0.2
CN(C(=O)c1cc2ccccc2oc1=O)C1(C)CCS(=O)(=O)C1 (stereo not given)
  CHT allo act: i	CHT block: i	STK33 inh: -1.0
CCC(=O)C1CCCN(C(=O)c2ccc3nc(-c4cccc(OC)c4)oc3c2)C1 (stereo not given)
  CHT allo act: i	CHT block: i	STK33 inh: -0.1
CS(=O)(=O)N1CCC(C(=O)Nc2c(F)cccc2F)CC1
  CHT allo act: i	CHT block: i	STK33 inh: 0.1
O=S1(=O)CCC(N=Cc2ccc(-c3ccc(Cl)cc3)o2)C1 (stereo not given)
  CHT allo act: i	CHT block: i	STK33 inh: 0.3
Cc1cc(Cl)c(S(=O)(=O)NC2CCCC2)cc1OCC(=O)NC1CCCCC1
  CHT allo act: i	CHT block: i	STK33 inh: -0.5
Cc1ccc(-n2c(-c3ccc(Cl)cc3)c[n+]3c2CCC3)cc1
  CHT allo act: i	CHT block: i	STK33 inh: -1.3
CCOC(=O)NN=C1CCC(c2ccccc2)CC1 (stereo not given)
  CHT allo act: i	CHT block: i	STK33 inh: 0.0

COc1ccc(C(=O)NCC(=O)Nc2ccc(F)cc2)cc1OC
  CHT allo act: i	CHT block: i	STK33 inh: -0.2
CSCCCNC(=O)c1ccc(OC2CCN(CCc3ccccc3)CC2)cc1
  CHT allo act: i	CHT block: -6*	STK33 inh: 0.1
CCc1ccc(C(=O)COC(=O)c2cnccn2)cc1
  CHT allo act: i	CHT block: i	STK33 inh: -0.7
CCOC(=O)C1CCN(C(=O)COC(=O)c2ccc(=O)n(Cc3ccccc3)n2)CC1
  CHT allo act: i	CHT block: i	STK33 inh: -0.8
COc1ccc(OC)c(CNC(=O)C2CCCN(c3nc4ccccc4o3)C2)c1 (stereo not given)
  CHT allo act: i	CHT block: i	STK33 inh: 0.5
Cc1ccc(NC2(c3nnnn3-c3c(C)cccc3C)CCCCC2)cc1
  CHT allo act: i	CHT block: i	STK33 inh: -1.8
Nc1cccn2c(-c3ccc(Cl)cc3)cnc12
  CHT allo act: i	CHT block: i	STK33 inh: 1.4
CCOC(=O)CCNC(=O)c1ccccc1Br
  CHT allo act: i	CHT block: i	STK33 inh: -3.7
Cc1ccc(NC(=O)CN(C)C(=O)CN2C(=O)NC(C)(c3ccccc3)C2=O)cc1 (stereo not given)
  CHT allo act: i	CHT block: i	STK33 inh: -0.7
COc1cc(-c2nnco2)cc(OC)c1OC
  CHT allo act: i	CHT block: i	STK33 inh: 0.1

O=S(=O)(Cc1ccccc1Cl)CC(O)COc1ccccc1Cl (stereo not given)
  CHT allo act: i	CHT block: i	STK33 inh: -0.4
COC(=O)Cc1c(C)nc2nc(-c3ccccc3)[nH]n2c1=O
  CHT allo act: i	CHT block: i	STK33 inh: 0.9
Clc1nc(-c2ccccc2)cc(-c2ccc(Br)cc2)n1
  CHT allo act: i	CHT block: i	STK33 inh: 0.6
Cc1ccc(C(=O)C(=O)c2ccc(C)c(N)c2)cc1N
  CHT allo act: i	CHT block: i	STK33 inh: 0.7
COc1ccc(C(CNCC(=O)Nc2ccccc2F)N(C)C)cc1 (stereo not given)
  CHT allo act: i	CHT block: i	STK33 inh: -3.1
COc1ccccc1CC(=O)Nc1ccc(-c2noc(COc3ccc(Br)cc3)n2)cc1
  CHT allo act: i	CHT block: i	STK33 inh: 0.0
Cc1cc(-c2onc3ccc(Cl)cc23)ccc1O
  CHT allo act: i	CHT block: i	STK33 inh: 2.2
C=CCOCCN(C)C1=NS(=O)(=O)c2ccccc21
  CHT allo act: i	CHT block: i	STK33 inh: 0.3
O=C(NC(c1ccccc1)c1ccccc1)C1(c2cccs2)CCOCC1
  CHT allo act: i	CHT block: i	STK33 inh: -1.8
O=C(COC(=O)CCC(=O)c1ccc(F)cc1)Nc1ccc(F)cc1F
  CHT allo act: i	CHT block: i	STK33 inh: -3.3

O=C(Cn1c(=O)[nH]n(-c2ccccc2)c1=O)N1CCCc2ccccc21
  CHT allo act: i	CHT block: i	STK33 inh: 0.2
COc1ccc(C(=O)NC2CC(C)(C)NC(C)(C)C2)cc1OC
  CHT allo act: i	CHT block: i	STK33 inh: -0.6
Cc1ccc(S(=O)(=O)N(C)CCCC(=O)NC(C)(C)CO)cc1
  CHT allo act: i	CHT block: i	STK33 inh: -1.9
Brc1c(C[n+]2ccccc2)nc2ccccn12
  CHT allo act: i	CHT block: i	STK33 inh: -0.6
CCc1c(O)nc(SCC(=O)Nc2cc(C)on2)n(-c2ccccc2)c1=O
  CHT allo act: i	CHT block: i	STK33 inh: -0.2
C=CCOC(=O)C1=C[C@@H](c2ccccc2)[C@H](CCCO)[C@@H](OCC)O1
  CHT allo act: i	CHT block: i	STK33 inh: -2.2
O=C(NC(=S)Nc1ccc(NC(=O)c2cccs2)cc1)c1ccco1
  CHT allo act: i	CHT block: i	STK33 inh: -1.7
O=c1c(Cc2ccc(Cl)cc2)c(O)ccn1Cc1cccc(Cl)c1
  CHT allo act: i	CHT block: i	STK33 inh: -0.4
CC(C)C[C@H](NC(=O)c1nc[nH]c1C(=O)NCC(=O)OC(C)(C)C)C(=O)OC(C)(C)C
  CHT allo act: i	CHT block: i	STK33 inh: 0.8
CCc1ccccc1N=C1S/C(=C/c2ccccc2OCC(=O)N2CCOCC2)C(=O)N1C
  CHT allo act: i	CHT block: i	STK33 inh: -0.2

A second format for 2 compounds above.
SMILES | CHT allo act | CHT block | STK33 inh
O=C(NC(=S)Nc1ccc(NC(=O)c2cccs2)cc1)c1ccco1 | i | i | -1.7
O=c1c(Cc2ccc(Cl)cc2)c(O)ccn1Cc1cccc(Cl)c1 | i | i | -0.4

New compounds follow:
COc1cc(/C=N/N=C2/NC(=O)C(CC(=O)O)S2)ccc1OCc1cccc(Cl)c1 (stereo not given)
  CHT allo act: i	CHT block: i	STK33 inh: 0.6
COc1ccccc1NC(=O)NC1CC(=O)N(c2ccc3c(c2)OCCO3)C1 (stereo not given)
  CHT allo act: i	CHT block: i	STK33 inh: -0.4
CCCCC(=O)N=c1sc2c(OC)ccc(OC)c2n1C
  CHT allo act: i	CHT block: i	STK33 inh: -1.1
CC[C@H](C)NC(=O)CCCCCn1c(=S)[nH]c2c([nH]c3ccc(OC)cc32)c1=O
  CHT allo act: i	CHT block: i	STK33 inh: /
Cc1ccc(NC(=O)CN2C(=O)COc3ccc(S(=O)(=O)N4CCOCC4)cc32)cc1F
  CHT allo act: i	CHT block: i	STK33 inh: 0.4
Cc1cc(C)c2c(N)c(C(=O)NN3CC(=O)N(c4cccc(Cl)c4)CC3=O)sc2n1
  CHT allo act: i	CHT block: i	STK33 inh: 0.4
O=C(/C=C/c1ccc(Br)o1)Nc1nccs1
  CHT allo act: i	CHT block: i	STK33 inh: 12
CSc1cccc(CNC(=O)C2CCC(=O)N(CCCN3CCCC3=O)C2)c1 (stereo not given)
  CHT allo act: i	CHT block: i	STK33 inh: 0.6
Cc1ccc(N(CN2C(=O)c3ccccc3C2=O)C(=O)c2ccc([N+](=O)[O-])cc2[N+](=O)[O-])cc1
  CHT allo act: i	CHT block: i	STK33 inh: -4.6
COc1ccc(/C(N)=N/OC(=O)c2cccc([N+](=O)[O-])c2C)cc1
  CHT allo act: i	CHT block: i	STK33 inh: -1.2

Reformatted with two lines to a compound: five of the compounds above
Every second line gives: CHT allo act, CHT block, STK33 inh
- COc1ccc(/C(N)=N/OC(=O)c2cccc([N+](=O)[O-])c2C)cc1
→ i, i, -1.2
- CC[C@H](C)NC(=O)CCCCCn1c(=S)[nH]c2c([nH]c3ccc(OC)cc32)c1=O
→ i, i, /
- Cc1cc(C)c2c(N)c(C(=O)NN3CC(=O)N(c4cccc(Cl)c4)CC3=O)sc2n1
→ i, i, 0.4
- CSc1cccc(CNC(=O)C2CCC(=O)N(CCCN3CCCC3=O)C2)c1 (stereo not given)
→ i, i, 0.6
- COc1ccccc1NC(=O)NC1CC(=O)N(c2ccc3c(c2)OCCO3)C1 (stereo not given)
→ i, i, -0.4

The order is random; any-hit rate near 1.5%.
